# PV pol inh – poliovirus RNA polymerase inhibition; hit rate 0.66% among 150,000; AID 588519; poliovirus polymerase elongation, fluorescence polarization; active compounds read low; % elongation, % (compound at 16.7 µg/mL); P03300; in the data active means % elongation below about 90%; further: some results filed as inactive read as strong as hits
# Target sequence (P03300 1749-2209 limits assumed): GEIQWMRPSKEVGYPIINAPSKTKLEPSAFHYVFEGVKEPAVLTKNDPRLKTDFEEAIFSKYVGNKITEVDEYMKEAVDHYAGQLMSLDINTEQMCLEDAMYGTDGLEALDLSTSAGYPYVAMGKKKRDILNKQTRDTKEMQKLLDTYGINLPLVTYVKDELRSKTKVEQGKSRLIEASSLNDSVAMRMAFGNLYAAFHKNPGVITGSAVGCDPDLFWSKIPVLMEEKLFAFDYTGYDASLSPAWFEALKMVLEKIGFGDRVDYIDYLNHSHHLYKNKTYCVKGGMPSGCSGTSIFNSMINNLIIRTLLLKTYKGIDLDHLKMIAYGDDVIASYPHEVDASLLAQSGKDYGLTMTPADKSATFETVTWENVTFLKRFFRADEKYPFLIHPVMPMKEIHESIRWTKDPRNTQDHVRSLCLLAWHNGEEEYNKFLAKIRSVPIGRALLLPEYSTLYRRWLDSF
# PV pol inh FP z-score – second read-out of PV pol inh, no call of its own (marks repeat the call); z-score; measured here: FP z-score; hits read low
# An asterisk follows results filed as active; & = joins results of further samples.
# A first look (four entries):
structure	PV pol inh	PV pol inh FP z-score
CCCCC(CC)C1OC(C)CC(C)(C)O1 (stereo unspecified)	100	-0.3
CCC(=O)N1CCN(c2ccc(N)cc2)CC1	104	1.1
CC(C)(C)C(=O)Cn1c(C(=O)O)cc2ccccc21	103	0.2
COc1ccc(Br)cc1Cc1nc(C)cc(Cl)n1	102	0.2

# The listing, previewed entries included:
structure	PV pol inh	PV pol inh FP z-score
CCCCC(CC)C1OC(C)CC(C)(C)O1 (stereo unspecified)	100	-0.3
CCC(=O)N1CCN(c2ccc(N)cc2)CC1	104	1.1
CC(C)(C)C(=O)Cn1c(C(=O)O)cc2ccccc21	103	0.2
COc1ccc(Br)cc1Cc1nc(C)cc(Cl)n1	102	0.2
O=C(CC1CCCCC1)NC1CCCC1	99	-0.1
CCN1CCc2c(sc(-n3cccc3)c2C(C)NC(=O)Nc2cc(Cl)c(OC)cc2OC)C1 (stereo unspecified)	111	0.3
N#Cc1ccc(/C=N/NC(=O)Cc2cn3ccsc3n2)cc1	100	-0.2
N#Cc1ccccc1CN1c2cccc3cccc(c23)S1(=O)=O	103	0.3
CN(C)C(=O)c1ccc(-c2cc(C(F)(F)F)n(C)n2)s1	102	0.1
c1ccc(OCc2nc(-c3ccccn3)n[nH]2)cc1	115	1.4

# 6 entries picked at random from those above, as already listed:
structure	PV pol inh	PV pol inh FP z-score
N#Cc1ccc(/C=N/NC(=O)Cc2cn3ccsc3n2)cc1	100	-0.2
COc1ccc(Br)cc1Cc1nc(C)cc(Cl)n1	102	0.2
CC(C)(C)C(=O)Cn1c(C(=O)O)cc2ccccc21	103	0.2
CCCCC(CC)C1OC(C)CC(C)(C)O1 (stereo unspecified)	100	-0.3
CN(C)C(=O)c1ccc(-c2cc(C(F)(F)F)n(C)n2)s1	102	0.1
N#Cc1ccccc1CN1c2cccc3cccc(c23)S1(=O)=O	103	0.3

# New compounds follow
structure	PV pol inh	PV pol inh FP z-score
COc1ccc(/C=N/c2nc3ccc(Br)cc3s2)cc1	105	0.4
COc1ccc2cc(C(C)c3nc4ccccc4[nH]3)ccc2c1 (stereo unspecified)	105	0.9
O=C(Nc1ccc(N2CCC(N3CCCCC3)CC2)c(C(=O)O)c1)c1ccccc1	105	-0.4
Cc1ccc(Cl)cc1NC(=O)Nc1nnc(N(C)Cc2ccccc2)s1	104	-0.7
O=C(NC1CCCC1)C(c1ccncc1)N(CCCN1CCOCC1)C(=O)c1ccc(-c2ccccc2)[nH]1 (stereo unspecified)	101	-0.6
Cc1cc(C(=O)OCC(=O)N2CCC(C)CC2)c2ccccc2n1	102	0.2
CC(C(=O)NCc1cccc(Br)c1)n1ncn2cccc2c1=O (stereo unspecified)	112	0.3
Cn1c(=O)c(C(=O)/C=C/C=C/c2ccccc2)c(O)c2ccccc21	109	0.7
COc1ccc(NC(=O)CCS(=O)(=O)c2cc3c4c(c2)CCN4C(=O)CC3)c(OC)c1	106	0.6
Cc1nc2ccccc2c(C(=O)OCC(=O)Nc2ccc(Cl)cc2F)c1C	103	0.6

structure	PV pol inh	PV pol inh FP z-score
CN=C(Nc1cc(C(F)(F)F)ccc1-n1ccnc1)c1ccccc1	104	0.4
Cc1cc(N2CCN(C)CC2)nc2ccc(NC(=S)NC3CC3)cc12	102	0.1
CCOC(=O)c1c(NC(=O)/C=C/c2ccccc2)sc2c1CCCC2	106	0.5
Cc1ccc(CNc2ccc(-c3nc(-c4cccnc4)no3)cc2[N+](=O)[O-])cc1	109	0.2
O=C(NC1CCCCC1NC(=O)c1ccco1)c1ccco1 (stereo unspecified)	101	-0.3
CCN1C(=O)C2(Cc3ccccc3N3CCCC32)C(=O)N(CC)C1=S (stereo unspecified)	103	0
CCOc1ncccc1C(=O)NCC12CC3CC(CC(C3)C1)C2	100	0.4
CCOc1cc(C(=O)NCCc2csc(-c3ccc(C)cc3)n2)cc(OCC)c1OCC	104	-0.8
O=C(O)CCc1nn2c(nc3ccccc32)[nH]c1=O	102	-0.3
Cc1ccc(-n2nnc3c(SCC(=O)Nc4cc(C)on4)ncnc32)cc1	99	-0.7

structure	PV pol inh	PV pol inh FP z-score
O=C(CNC(=S)N(Cc1ccccc1)Cc1ccccc1F)N1CCCC1	101	-0.3
CCOC(=O)c1c(C)c(C)c(C)[nH]c1=S	101	-0.5
CCOC(=O)c1cccc(NC(=O)CCOc2ccccc2)c1	101	-0.3
O=C(c1ccc(CSc2nc3ccncc3n2Cc2ccccc2F)cc1)N1CCCCCC1	103	-2
Cc1ccc(CCNC(=O)C2CCCN(Cc3nc(-c4cccc(Cl)c4)oc3C)C2)cc1 (stereo unspecified)	106	0.1
CCOC(=O)c1cc(S(=O)(=O)NCc2ccc(OC)cc2)[nH]n1	105	-0.4
COc1cc(C2C(C(=O)Nc3ccccc3C)=C(C)Nc3nc(SCc4cc(C)ccc4C)nn32)ccc1O (stereo unspecified)	109	0.5
Cc1ccc(S(=O)(=O)NC(=O)NC2CC(C)(C)NC(C)(C)C2)cc1	105	-0.2
CCn1c(CN2CCN(C)CC2)nc2cc(NC(=O)c3cc(OC)c(OC)c(OC)c3)ccc21	110	0.7
CCCCOC(=O)c1ccc(NC(=O)/C(C#N)=C/c2ccc(C)o2)cc1	108	0.4

structure	PV pol inh	PV pol inh FP z-score
COC(=O)c1cc(CO/N=C(\C)c2ccc3c(c2)OCCO3)oc1C	103	0.1
C=CCN=c1scc(-c2ccco2)n1/N=C(\C)CC	130	3.8
N#CCNC(=O)c1cccc(I)c1	104	0.6
O=C(COc1ccccc1)Nc1cccc(-c2nc3cccnc3s2)c1	98	-1.3
CC(=O)N1CCc2cc(Br)cc(S(=O)(=O)N3CCC(C(=O)N(C)c4cc(C)ccc4C)CC3)c21	109	0.7
O=C1NC(=O)C(Cc2ccccc2)(Cc2ccccc2)N1	103	0.2
N#Cc1cccc(NC(=O)CCCC(=O)Nc2cccc(C#N)c2)c1	108	0.4
C=C[C@@H]1CN2CCC1C[C@@H]2[C@H](O)c1ccnc2ccccc12 (stereo partly specified)	99	-0.1
N#CC(C(=O)NC1CC1)c1nc2ccccc2nc1N1CCCC1 (stereo unspecified)	45	-6.2
O=C(Cn1nnc(-c2cccc(C(F)(F)F)c2)n1)c1ccc2c(c1)OCCO2	99	-0.4

structure	PV pol inh	PV pol inh FP z-score
ClC1C(Cl)C(Cl)C(Cl)C(Cl)C1Cl (stereo unspecified)	100	0.3
CCOC(=O)N1CCc2c(sc3[nH]c(=S)n(-c4ccccc4)c(=O)c23)C1	105	0.2
CC1(C)C2CCC1(CS(=O)(=O)N1CCCC1C(=O)O)C(=O)C2 (stereo unspecified)	102	-0.2
CCOc1cc(C#N)cc(Br)c1OC(=O)c1oc2ccc(OC)cc2c1C	104	0.2
c1cc(C(N2CCOCC2)N2CCOCC2)ccn1	108	0.8
CC(=O)Oc1ccccc1C(=O)N(C)C	103	-0.2
C=CCn1c2ccccc2c2nnc(SCc3ccccc3F)nc21	100	-0.2
O=C(CSc1nc2ccccc2o1)N=Nc1c(O)n(CN2CCCCC2)c2ccccc12	102	0.2
CC(NC(=S)NCCN1CCOCC1)C1CC2CCC1C2 (stereo unspecified)	99	-0.1
CCCC12CN3CC(C)(CN(C1)C3c1ccccn1)C2=O (stereo unspecified)	121	3.3

structure	PV pol inh	PV pol inh FP z-score
CCOC(=O)C1CCN(c2c(C(=O)c3ccc(OCC)cc3)cnc3ccc(OC)cc23)CC1	106	0
CCOC(=O)c1oc2c(c1C)/C(=N/OC(=O)c1ccccc1Cl)CCC2	101	-0.2
Cc1cc(=O)n2nc(N3CCC(C(=O)NCc4ccccc4Cl)CC3)sc2n1	113	0.5
COC(=O)COc1ncnc2sc3c(c12)CCC3	100	-0.2
Cc1c(CCC(=O)O)c(=O)oc2cc3occ(C(C)(C)C)c3cc12	101	-0.4
COc1ccc(-c2cc(C(F)(F)F)n3nc(C(=O)Nc4cccc(C(F)(F)F)c4)c(Br)c3n2)cc1	106	0.5
COc1cc(O)c(C(=O)Cc2ccc(Cl)cc2)c(OC)c1	103	0.2
Cc1ccc(OCC(=O)/C=C2\N(C)c3ccccc3C2(C)C)cc1	130	3
CC1CCCC(NCC(O)COCc2ccc3c(c2)OCO3)C1C (stereo unspecified)	107	0.5
Cc1csc(SCc2ccccc2C(=O)OCc2nc3scc(-c4ccco4)c3c(=O)[nH]2)n1	111	1

structure	PV pol inh	PV pol inh FP z-score
CC(C)(C)NC(=O)NCCC1CCCCN1S(=O)(=O)c1ccccc1 (stereo unspecified)	101	-0.5
O=C(Cn1nc2sc3ccccc3n2c(=O)c1=O)c1cccs1	102	0.2
Cc1cc(N2CCN(c3ccccc3)CC2)n2ncnc2n1	102	0.1
CC(C)(C)C(=O)NC(=S)Nc1cc(C(F)(F)F)cc(C(F)(F)F)c1	99	-0.9
CCN(CC)Cc1ccc(C(=O)O)o1	101	-0.5
CC(C)C(=O)Nc1ccc(NC(=O)c2ccccc2)nc1	99	-0.7
CCC(=O)N1CCc2cc(S(=O)(=O)NC(Cc3ccccc3)C(=O)Nc3ccc(Cl)cc3)ccc21 (stereo unspecified)	105	0.2
Nc1cc(C(=O)OCC(=O)N2CCc3ccccc32)ccc1Cl	103	0.6
CCC(CC)NC(=O)c1ccc[nH]c1=S	102	0.1
CCCS(=O)(=O)N1CCCC(C(=O)NCCOC)C1 (stereo unspecified)	117	1.6

structure	PV pol inh	PV pol inh FP z-score
COc1cc2c(cc1OC)n(CC(=O)Nc1ccccc1)c(=O)n1nc(-c3ccccc3)nc21	104	-0.5
Cc1cccc(NC(=O)CSC2=Nc3ccccc3C3=NC(CC(=O)NCc4cccs4)C(=O)N23)c1 (stereo unspecified)	115	0.9
O=C(Cn1cnc2nc3c(cc2c1=O)CCCC3)N1CCN(c2cccc(C(F)(F)F)c2)CC1	105	-0.3
OCCc1c(-c2ccccc2)n(Cc2ccccc2)c2ccccc12	101	-0.1
CCc1nc2ccccc2c(C(=O)OCC(=O)N2C(C)CCCC2C)c1C (stereo unspecified)	106	0.5
Cc1ccc(S(=O)(=O)CCC(=O)OCn2nnc3ccccc3c2=O)cc1	102	-0.2
O=C(CCn1c(=O)c2sccc2n(Cc2ccc(F)cc2)c1=O)NCc1ccc2c(c1)OCO2	109	0.7
Cc1c(NC(=O)c2ccc(Br)o2)cccc1-c1nc2cccnc2s1	99	-1.6
O=C(Nc1ccccc1)C(=S)N1CCCC1	100	-1
O=C(Cc1cn2ccsc2n1)N/N=C/c1cn(-c2ccccc2)nc1-c1cccs1	104	0.1

structure	PV pol inh	PV pol inh FP z-score
CCc1ccc(C2=C(C)C(N3CCC(C(=O)Nc4cccc(OC)c4)CC3)=NS2(=O)=O)cc1	103	-0.2
Cc1ccc(Oc2cc(C#N)c(C#N)cc2-n2nnc3ccccc32)cc1C	102	-0.1
CCOc1ccc2nc(N(Cc3ccccc3)C(=O)c3ccco3)sc2c1	103	0.1
Oc1ccccc1-c1nc(N2CCCC2)c2ccccc2n1	97	-0.3
N#Cc1ccc(CC(C#N)c2ccccc2)cc1 (stereo unspecified)	99	-0.8
N#Cc1c(-n2cccc2C#N)sc2c1CCCC2	101	0.2
CCOC(=O)c1c(C)n(-c2ccccc2)c2ccc(OC(=O)c3ccccc3NC(=O)CC)cc12	104	0.4
CCN(CC)S(=O)(=O)c1ncn[nH]1	97	-0.3
Cc1ccc(NC(=O)c2ccc(CN3CC(=O)N4CCCCC4C3=O)cc2)cc1 (stereo unspecified)	111	0.1
Cc1ccc(CNC(=O)CN(C)S(=O)(=O)c2ccc(Br)s2)cc1	114	1.6

structure	PV pol inh	PV pol inh FP z-score
CCN(CC)S(=O)(=O)c1cc(C(=O)N2CCc3ccccc32)ccc1Cl	103	0.7
c1ccc2c(c1)Oc1ccccc1O2	102	0.5
CCOc1cc(CNCCSc2nnnn2-c2ccccc2)ccc1OC	111	1
CCC1Oc2ccccc2N(CC(=O)NCc2ccccc2)C1=O (stereo unspecified)	112	0.3
COCC(=O)Nc1ccc(-c2cn3cccnc3n2)cc1	102	0.2
Cc1ccc(-c2csc(/C=C3/NC(=O)CS3)n2)cc1	105	1.8
C=CCN(CC=C)S(=O)(=O)c1ccc(C(=O)Nc2nnc(-c3ccc(OC)cc3OC)o2)cc1	101	0
Nc1ccc2nc(C3CCCCC3)[nH]c2c1	97	-0.6
CCOc1cccc(CN(C(C)=O)c2ccc3[nH]c(=O)[nH]c3c2)c1OCc1ccccc1	98	-1.1
COc1ccc2c(-c3ccccc3)cc(N3CCNC(=O)C3)nc2c1	104	0.1

structure	PV pol inh	PV pol inh FP z-score
COc1ccc(CNC(=O)c2cc(=O)c3cc(C)ccc3o2)cc1	101	-1.1
CSc1ncccc1C(=O)NCCc1ccccc1	101	-0.4
Cc1ccc(S(=O)(=O)Nc2nc(C)c(NC(=O)NC3C=NN=C3)s2)cc1	100	-0.4
COC(=O)c1ccc(-c2nc3ccc(C)cc3o2)cc1	105	1.2
COC(=O)c1ccc(NC(=O)CC2C(=O)N(c3cccc(C)c3)C(=O)N2C2CCCC2)cc1 (stereo unspecified)	110	0.6
O=C1CC(c2ccccc2)CC2=C1C=Nc1ccccc1N2 (stereo unspecified)	103	0.2
CCCCCCCC/C=C\C/C=C\C/C=C\CCCC(=O)O	102&102	0.4&0.4
CC1CCN(C2=NS(=O)(=O)c3ccccc32)CC1	102	-0.1
O=C(Nc1cccc(Cl)c1)Nc1ccccc1OCc1cc(=O)n2ccccc2n1	103	-0.7
O=C(Cc1ccccc1OC(=O)c1ccccc1)c1ccccc1	101	0

structure	PV pol inh	PV pol inh FP z-score
NC(=O)CSC1=Nc2ccccc2C2=NC(c3ccccc3)C(=O)N12 (stereo unspecified)	98	-1.6
C=CCNC(=S)Nc1ccc(C)cc1OC(F)F	100	0
Nc1[nH]c(=O)ncc1F	98	-0.2
Cc1nc(-c2ccncc2)nc(NCCNc2cc(C(F)(F)F)ccn2)c1Cl	100	-0.5
CC1CN(Cn2nc(-c3ccc4c(c3)OCO4)oc2=S)CC(C)O1 (stereo unspecified)	102	-0.1

# An excerpt (hit frequency here may not be typical).
